HP1b chromo inh = HP1-beta chromodomain-methylated histone interaction inhibition | AlphaScreen HP1-beta / biotin-H3K9me3 peptide binding | AID 540317 | Potency, µM (top dose mostly 114 µM), inactives show at the top dose activity change, negative = inhibition, actives largely listed as inhibitors | 390,000 compounds, 0.56% hits | P83916; also: potency is read from the fitted curve at half-maximal effect; nearly all actives have a fitted effect of over 70% in size; inactives centre near 23
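AlphaScreen: HP1-beta (50 nM) preformed 30 min with biotin-H3(1-18)K9me3 peptide (50 nM) in PBS pH 7.4, 0.01% Tween-20. Compound added for 30 min at RT, then streptavidin donor/nickel chelate acceptor beads (10 ug/mL) for 30 min.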
GLS inh = blocks human kidney-isoform glutaminase activity. Potency, µM (top dose mostly 45.5 µM), without a hit: at the top dose activity change, negative = inhibition, hits mostly inhibitors. GLS enzymatic activity, qHTS titration. 410,000 compounds, 0.21% hits. AID 624170. O94925; also: potency is read from the fitted curve at half-maximal effect; % is scaled to controls: 0 for no effect and ±100 for the full control effect
Target sequence (O94925 whole entry, looked up, canonical isoform): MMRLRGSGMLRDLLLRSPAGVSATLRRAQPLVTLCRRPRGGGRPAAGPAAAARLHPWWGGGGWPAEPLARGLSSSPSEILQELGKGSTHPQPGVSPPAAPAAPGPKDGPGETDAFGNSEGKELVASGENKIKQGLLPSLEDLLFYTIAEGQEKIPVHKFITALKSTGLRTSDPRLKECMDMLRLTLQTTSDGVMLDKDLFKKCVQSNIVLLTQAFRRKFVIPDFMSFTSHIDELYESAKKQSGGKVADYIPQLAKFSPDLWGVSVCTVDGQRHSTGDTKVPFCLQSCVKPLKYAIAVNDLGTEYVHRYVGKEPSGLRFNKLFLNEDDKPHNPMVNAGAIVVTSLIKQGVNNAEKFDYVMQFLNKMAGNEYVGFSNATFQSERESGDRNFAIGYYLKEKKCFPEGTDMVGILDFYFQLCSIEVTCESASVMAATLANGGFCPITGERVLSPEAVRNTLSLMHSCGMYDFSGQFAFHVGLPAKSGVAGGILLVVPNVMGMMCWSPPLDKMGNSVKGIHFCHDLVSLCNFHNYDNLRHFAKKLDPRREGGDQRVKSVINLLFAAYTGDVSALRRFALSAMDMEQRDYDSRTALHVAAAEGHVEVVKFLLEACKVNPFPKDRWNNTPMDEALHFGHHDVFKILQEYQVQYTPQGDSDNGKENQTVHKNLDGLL
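Coupled fluorescence readout: glutamate oxidase/HRP/Amplex Red detect glutamate formed by hKGA from L-glutamine (1 mM solution added). Buffer 45 mM KH2PO4 pH 8.2, 0.02% Tween-20; reads at t0 and 30 min RT.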
G9a inh = G9a (human) methyltransferase inhibition. G9a H3K9 monomethylation, AlphaScreen, 2 h. Q96KQ7. Potency, µM (highest dose often 102 µM), for inactives: top-dose activity, negative = inhibition, actives largely listed as inhibitors. 350,000 compounds, 8.8% hits; also: potency is read from the fitted curve at half-maximal effect; % is scaled to controls: 0 for no effect and ±100 for the full control effect; nearly all actives have a fitted effect of over 75% in size
Target sequence (Q96KQ7 913-1193 limits assumed): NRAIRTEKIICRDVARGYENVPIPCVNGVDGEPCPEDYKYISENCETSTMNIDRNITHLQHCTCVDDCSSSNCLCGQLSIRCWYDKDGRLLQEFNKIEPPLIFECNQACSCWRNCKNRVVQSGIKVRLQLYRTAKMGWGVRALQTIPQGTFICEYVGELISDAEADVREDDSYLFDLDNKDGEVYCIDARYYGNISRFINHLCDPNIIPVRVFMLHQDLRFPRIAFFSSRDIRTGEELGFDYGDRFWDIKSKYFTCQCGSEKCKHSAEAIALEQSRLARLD
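G9a (20 nM) was preincubated 15 min with compound, then reacted 2 h at room temperature with 500 nM biotin-H3K9 peptide and 20 µM SAM. Monomethyl-H3K9 detected by AlphaScreen using anti-H3K9me1 antibody.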
POLH inh = blocks human DNA polymerase eta activity | recombinant Pol eta, fluorescent DNA replication assay | Potency, µM (titrated, usually from 114 µM), without a hit: at the top dose activity change, negative = inhibition, hits mostly inhibitors | 390,000 compounds, 1.2% hits; also: potency is read from the fitted curve at half-maximal effect; % is scaled to controls: 0 for no effect and ±100 for the full control effect
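Pol eta at 10 nM preincubated with compounds 15 min at room temperature; reaction started with fluorescent substrate (50 nM final) and read kinetically at 0 and 10 min.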
Pin1 inhibitor = human Pin1 inhibition; 390,000 compounds, 0.009% hits; Potency, µM (highest dose often 115 µM), for inactives: at the highest dose activity, negative = inhibition, hits mostly inhibitors; Pin1 FP peptide displacement, HiFluor488, 10 min; Q13526; AID 504891; active = well fitted inhibition curve with a large enough effect in the polarisation, with a control signal flat, not every such curve was filed as active; inconclusive = small, poorly fitted or top-dose-only effect, or effect the other way, or a change in a side signal; inactive = no such curve, though single readings can be large or run the other way; the % refers to the polarisation; also: potency is read from the fitted curve at half-maximal effect; % is scaled to controls: 0 for no effect and ±100 for the full control effect
BAZ2B inh = inhibitors of human BAZ2B bromodomain; Q9UIF8; AlphaScreen BAZ2B-H3K14Ac peptide displacement; Potency, µM (doses to about 114 µM), inactives show top-dose activity change, negative = inhibition, actives largely listed as inhibitors; 360,000 compounds, 4.4% hits; AID 504333; also: potency is read from the fitted curve at half-maximal effect; % is scaled to controls: 0 for no effect and ±100 for the full control effect; nearly all actives have a fitted effect of over 60% in size
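AlphaScreen displacement: compounds (up to 110uM) incubated 30 min at room temperature with a preformed 50 nM BAZ2B/50 nM biotinylated H3K14Ac peptide complex in PBS pH 7.4 with Tween-20. Donor and acceptor beads at 10 ug/mL final added, 20 min light-protected before reading.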
JMJD2A Tudor = blocks the human JMJD2A Tudor domain | AlphaScreen JMJD2A-Tudor / H3K4me3 peptide binding | Potency, µM (highest dose often 114 µM), for the others: at the highest dose activity change, negative = inhibition, hits mostly inhibitors | 390,000 compounds, 4.4% hits | AID 504339; also: potency is read from the fitted curve at half-maximal effect; % is scaled to controls: 0 for no effect and ±100 for the full control effect; nearly all actives have a fitted effect of over 50% in size
PGK inhibitor = T. brucei PGK inhibition | P07378 | PGK/GAPDH coupled, Kinase-Glo luminescence, 60 min | Potency, µM (series often up to 57.5 µM), for inactives: at the highest dose activity change, negative = inhibition, hits mostly inhibitors | 380,000 compounds, 0.043% hits | AID 602233; also: potency is read from the fitted curve at half-maximal effect; % is scaled to controls: 0 for no effect and ±100 for the full control effect; nearly all actives have a fitted effect of over 60% in size
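Recombinant glycosomal PGK reaction used 1,3-bisphosphoglycerate generated in-well by GAPDH (100nM final) in 100mM TEA pH 7.6, 5mM MgCl2, 0.01% Tween-20. After 60 minutes at room temperature, ATP was read by Kinase-Glo Plus luminescence end-point.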
PI4K2A inh = blocks human PI4K2A kinase activity | activity change, negative = inhibition, % at 76.9 µM | purified PI4K2A, ADP-Glo luminescence, 1 h; active compounds read low | Q9BTU6 | 420,000 compounds, 0.13% hits; in the data active = activity change below about -50%; inconclusive = mostly about -30% to -49%;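 also: -100% = wells without enzyme as full effect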
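ADP-Glo luminescence measured ADP generated by PI4K2A enzyme (4 ug/mL before mixing) with 1.2 mM PI substrate (pre-mix) and 300 microM ATP (pre-mix). Tris pH7.5 buffer with MgCl2, Triton X-100; 1 h reaction at ambient temperature.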
Starred values were filed as active, the others as inactive; i = inactive; ? = inconclusive; · = not tested or not shown; & = joins results of further samples; [ ] = dose if it differs, or a comment. Unless noted, calls follow the shape of the dose curve; as a rule, active = well fitted curve in the direction sought with a large enough effect; inconclusive = small, poorly fitted or top-dose-only effect, or another doubt; inactive = no such curve, though single readings can be large; an effect the other way counts as inactive or inconclusive.

SMILES | HP1b chromo inh | GLS inh | G9a inh | POLH inh | Pin1 inhibitor | BAZ2B inh | JMJD2A Tudor | PGK inhibitor | PI4K2A inh
C=CCOC(=O)C1=C(C)NC(=O)NC1/C=C/c1ccccc1 (stereo not given) | 16% | 1% | -8% | -10% | 8% | 7% | 9% | -9% | -1
CCOC(=O)c1oc2cccc(OCC(O)CNC(C)C)c2c1C (stereo not given) | 5% | ? | ? | 3% | 2% | -24% | -13% | -7% | -2
O=C(Nc1ccc(OC(F)(F)F)cc1)C1=NCCN1 | 31% | 4% | -10% | -7% | 23% | -10% | -30% | i | -1
Cc1ccc(NC(=O)Cn2c(=O)n(CCC(=O)NCc3ccccc3Cl)c(=O)c3ccccc32)cc1 | 75%[activator] | -7% | 5%[59 µM] | -9% | ? | ? | -16% | -2% | 3
CC1=C(C(N)=O)C(c2cccc(Br)c2)n2nc(SCc3ccccc3Cl)nc2N1 (stereo not given) | 15%[57 µM] | -14% | 31%[59 µM] | -2% | 6% | 6% | -12% | -2% | -4
CCc1cc(=O)oc2cc(OCC(=O)N3CCC(C(N)=O)CC3)ccc12 | 8% | 12% | ? | -20% | -1% | 5% | -22% | -4% | 0
CCOC(=O)N1CCC(NC(=O)c2cnn(-c3ccc(C)cc3)c2-n2cccc2)CC1 | 1% | -15% | -20%[59 µM] | -2% | -4% | -14% | -9% | i | -6
COCCn1ccc2c(OCC(=O)Nc3cccc(C(F)(F)F)c3)cccc2c1=O | 23% | -3% | -18%[59 µM] | -22% | ? | 1% | -1% | 8% | -2
CCCn1nnnc1NCc1ccccc1C | 65%[activator] | -8% | -3% | -18% | 0% | ? | -3% | i | 3
CCCCCC(=O)N1C[C@H](n2cc(C3CC3)nn2)[C@@H](O)C[C@@H]1c1ccccc1 | · | 1% | · | -10% | · | · | · | -6% | 0
NC(=O)Nc1n[nH]c(-c2ccccc2)n1 | 29% | 1% | -4% | -11% | 0% | -16% | -3% | -4% | -2
O=C(Cn1nnc(-c2ccccc2)n1)N/N=C/c1cc([N+](=O)[O-])c(Cl)cc1Cl | 39% | 9% | -8%[59 µM] | -7% | 1% | -9% | -10% | -9% | -5
Cc1onc(-c2c(F)cccc2Cl)c1C(=O)NCCN1CCNC1=O | 11% | 1% | 10% | -11% | 0% | -3% | -10% | -5% | 4
CCOC(=O)CN1C(=O)C(Sc2n[nH]c(-c3cccc(C)c3)n2)CCc2ccccc21 (stereo not given) | 2% | 1% | -2% | -21% | -5% | -2% | -33% | · | -4
CC(C)Oc1ccc(CCC(=O)NNC(=O)c2ccccc2C(=O)O)cc1 | -10% | 2% | 12%[0.501 µM] | -16% | -2% | -7% | -23% | -1% | 1
C[C@H]1CN([C@@H](C)CO)C(=O)CCCn2nncc2CO[C@H]1CN(C)S(=O)(=O)c1ccccc1 | · | 1% | · | -8% | · | · | · | -6% | 0
CC1CCN(C(=O)CSc2nc(C3CC3)nc3ccccc23)CC1 | 2% | -7% | ? | -24% | 0% | 13% | -12% | 3% | -1
COC(=O)c1scc(C)c1NC(=O)C1CCCCC1 | 9% | 7% | 29%[59 µM] | 2% | 2% | -1% | 4% | -2% | 3
NS(=O)(=O)c1ccc(CCNC(=O)CCCn2c(=O)[nH]c3ccc(Br)cc3c2=O)cc1 | 23% | 2% | 9% | -13% | 1% | -4% | 2% | 3% | -1
COc1ccc(NC(=O)CSc2nnc(C3CCCCC3)n2N)c(OC)c1 | 51%[activator] | -1% | 10% | -23% | 6% | -18% | -2% | -5% | -3
COc1ccc(N2CCN(C(=O)CSc3c4c(nc5ccc(Cl)cc35)CCCC4)CC2)cc1 | -27% | 6% | 11µM* | -18% | 2% | · | 22µM* | 3% | -3
CCN(C(=O)c1ccc(S(=O)(=O)N2CCCC2)cc1)C1CCS(=O)(=O)C1 (stereo not given) | 5% | 5% | -9%[2.33 µM] | -11% | -4% | -6% | -12% | -7% | -4
CC(=O)N1CC=CC1(CC(C)C)C(=O)NCCc1c[nH]c2ccccc12 (stereo not given) | 67%[activator] | -2% | -18% | -3% | 5% | -4% | ? | 0% | -8
O=C(Nc1ccc2c(c1)OCCO2)c1cc2sccc2n1Cc1ccc(F)cc1 | 7% | -9% | -14% | -6% | 4% | -30% | -24% | 2% | -2
CCC(C)C(NS(=O)(=O)c1ccc(C)cc1)C(=O)N1CCOCCOCCOCC1 (stereo not given) | 17% | -7% | 4% | -7% | -8% | 2% | 1% | -2% | -3
New compounds follow.
SMILES | HP1b chromo inh | GLS inh | G9a inh | POLH inh | Pin1 inhibitor | BAZ2B inh | JMJD2A Tudor | PGK inhibitor | PI4K2A inh
COc1ccc(N2C(=O)N3[C@@H]4c5ccccc5OC[C@@H]4[C@@H](c4ccccc4)[C@@]3(C)C2=O)cc1 | 17% | 7% | · | -16% | 89%[activator] | · | -25% | 0% | -1
N#Cc1ccc(NC(=O)N2CCC(c3nc4c(nnn4Cc4cccc(Cl)c4)c(=O)[nH]3)CC2)cc1 | 25% | -1% | -2%[59 µM] | -3% | 5% | 5% | -20% | 5% | 3
O=C(NCc1ccc(Cl)cc1)c1cc([N+](=O)[O-])ccc1Cl | 30% | ? | -2% | 5% | 9% | -4% | -15% | 2% | -1
CCCC(=O)Nc1ccc2nc(SCC(=O)Nc3ccc(N4CCOCC4)c(Cl)c3)sc2c1 | -5% | -1% | -26%[12.7 µM] | -19% | 16% | 6% | -19% | -8% | -12
Cc1ccc(CNC(=O)c2ccc(CS(=O)(=O)c3ccccc3)o2)cc1 | 24%[57 µM] | 0% | 19% | -11% | -3% | -3% | -18% | -5% | -2
COC(=O)c1cc(OC)c(OC)cc1NC(=O)CCCCCN1C(=O)CCC1=O | -4% | -4% | 11%[59 µM] | -16% | -2% | -3% | 17%[11.4 µM] | -8% | -6
O=C(CSc1nc2ccccc2nc1N1CCCCC1)N1CCN(c2ccccc2)CC1 | 35% | -1% | 35% | -18% | 31%[activator] | 1% | 24% | i | -16
O=C(CCCOc1ccc(Cl)cc1Cl)NN1CCOCC1 | 44% | -4% | ? | -13% | ? | -6% | 3% | i | -2
CN(CC(=O)Nc1ccccc1Br)C(=O)CNC(=O)c1ccco1 | 44% | -2% | -4% | -21% | 1% | 5% | -12% | -3% | -6
COc1ccccc1CNC(=O)c1cccc(C)c1[N+](=O)[O-] | 26% | -2% | 8%[59 µM] | -9% | 5% | 7% | -1% | i | -2
COC(=O)CSc1nc2cc(C)cc(C)c2cc1C#N | 55%[activator] | 1% | 19%[59 µM] | -16% | 4% | 9% | 16% | -6% | 0
COc1cc(NC(=O)CSc2nc3nc(C)c(Cc4ccc(C)cc4)c(C)n3n2)cc(OC)c1 | 59%[activator] | 7% | 6%[59 µM] | -20% | ? | 17% | -23% | -7% | -1
CCOC(=O)C(Cc1ccccc1)C(=O)c1ccco1 (stereo not given) | 28% | -2% | 7%[12.7 µM] | -9% | 0% | 0% | -13% | -1% | 3
CCN(CC)CC#CCOC(=O)C(O)(c1ccccc1)C1CCCCC1 (stereo not given) | 11% | 5% | ? | -7% | -3% | -10% | -24% | 2% | -3&-5
O=C(c1ccccc1)c1cn[nH]c1-c1ccccc1O | 27% | 24% | 18%[59 µM] | -4% | 2% | 2% | -18% | -1% | -4
O=C(CSc1nnc(-c2ccccn2)n1-c1ccc(Cl)cc1)Nc1ccc2c(c1)OCO2 | 40%[activator] | -1% | 14µM* | -11% | 8% | ? | -26% | 2% | -3
COc1cccc(CNC(=O)Cn2c(=O)cc(C)c3c(C)nn(C)c32)c1OC | 46%[activator] | -3% | 8%[59 µM] | -18% | -8% | -11% | -9% | -5% | 2
COc1ccccc1NC(=O)N(C)C[C@@H]1OCc2cnnn2CCCC(=O)N([C@@H](C)CO)C[C@H]1C | · | -4% | · | 1% | · | · | · | -2% | 1

Screens as filed in PubChem.

A portion of the library; rates above refer to the full screens.
